E coli growth: E. coli V3065 growth inhibition, primary screen, counter-screen for AddAB inhibitor project, absorbance, OD600; 18 h; inhibition, % at 11.9 µM; 0.27% of 330,000 active; AID 449728, 2010;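 active = inhibition above the campaign's mean inhibition across all tested compounds plus 3 SD, cut at about 9.9% in these data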;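 also: uninfected addAB+ strain grown without phage in ampicillin broth; 0% = DMSO wells and 100% = ciprofloxacin 0.95 µg/ml wells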
SUMO Mot1 rescue: yeast Mot1-301 growth rescue at high temperature, primary screen, SUMOylation pathway inhibitor project, S. cerevisiae, ATP luminescence, 38.5C; S. cerevisiae Mot1-301 growth rescue; percent above DMSO median, 100 means doubled; growth rescue, % at 18.8 µM; 1% of 320,000 active; AID 2716, 2010;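 active = every valid replicate shows activation above 250% relative to neutral control wells; inactive = the rest, any valid replicate at or below 250%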;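 also: OY570 slx delta 5 strain wells were the positive control but not used for scaling; some compounds called inactive have numbers as strong as hits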
HTR5A ag ctr: HTR5A agonists in luminescence cell assay, primary screen, counter-screen for OPRM1-OPRD1 heterodimer agonist project, full-deck HTS. 5-hydroxytryptamine receptor 5A (Homo sapiens), P47898. cell-based. activation, % at 9.3 µM. 0.61% of 340,000 active; in the data active = activation mostly above about 9.5%, no sharp cut-off; inactive = mostly below about 7.6%;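 also: 0% = cells with vehicle only and 100% = reference agonist; strong numbers were not always called active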
Target sequence (P47898 whole entry, looked up): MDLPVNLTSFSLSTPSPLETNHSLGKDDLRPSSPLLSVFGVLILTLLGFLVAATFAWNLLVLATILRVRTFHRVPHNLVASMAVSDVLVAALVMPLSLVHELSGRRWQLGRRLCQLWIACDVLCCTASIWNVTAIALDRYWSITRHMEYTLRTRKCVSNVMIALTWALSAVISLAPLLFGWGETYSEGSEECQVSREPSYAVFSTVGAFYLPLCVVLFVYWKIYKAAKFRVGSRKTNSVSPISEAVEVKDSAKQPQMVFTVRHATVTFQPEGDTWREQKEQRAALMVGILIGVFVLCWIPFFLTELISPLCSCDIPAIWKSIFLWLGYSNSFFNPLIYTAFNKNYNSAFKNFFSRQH
MOR-DOR inv ag: inverse agonists of MOR-DOR heterodimerization, primary screen, cell-based, luminescence; Mu-type opioid receptor (Homo sapiens) + Delta-type opioid receptor (Homo sapiens), …; cell-based MOR-DOR heterodimer luminescence, inverse agonism; inhibition, % at 9.3 µM; 0.21% of 340,000 active; AID 504357, 2011; in the data active = inhibition above about 22%, passing the limit was not always enough;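 also: 0% = cells with DMSO and 100% = wells without cells with DMSO; values of inactives mirror those of a sister screen read the other way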
DSG3 Ab inh: inhibitors of pemphigus antibody binding to DSG3, primary screen, biochemical, bead-based, flow cytometry, scFv-GFP. Desmoglein-3 (Homo sapiens), P32926. DSG3-coupled beads, scFv-anti-DSG3-GFP binding; stronger effect = lower value. binding (percent of control), % at 10 µM. 0.48% of 310,000 active. AID 588358, 2011;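 active = binding more than 3 SD below its plate's average and above zero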;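 also: hits lower antibody fragment binding to DSG3; some compounds called inactive have numbers as strong as hits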
phage Ecoli inh: growth loss of phage-infected E. coli, primary screen, RecBCD inhibitor project, absorbance, with phage, HTS; inhibition, % at 11.9 µM; 0.26% of 360,000 active; AID 651602, 2012; in the data active = inhibition above about 11%
HTR5A inv ag: HTR5A inverse agonists in luminescence cell assay, primary screen, counter-screen for OPRM1-OPRD1 heterodimer inverse agonist project, full-deck HTS. 5-hydroxytryptamine receptor 5A (Homo sapiens), P47898. HTR5A cell line, inverse agonism. inhibition, % at 9.3 µM. 0.083% of 340,000 active. AID 504634, 2011; in the data active = inhibition mostly above about 23%, no sharp cut-off; inactive = mostly below about 18%;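 also: 0% = cells with DMSO and 100% = no-cell wells with DMSO; some compounds called inactive have numbers as strong as hits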
PfHsp90 set2: growth inhibition of PfHsp90-expressing yeast, primary screen, antimalarial PfHsp90 inhibitor project, S. cerevisiae, BacTiter-Glo luminescence, single point, set 2; AID 504621, 2011; BacTiter-Glo ATP, 48 h; yeast lacking PDR1 and PDR3 efflux regulators; 0.32% of 310,000 active; inhibition, % at 9.4 µM;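 active = every replicate shows inhibition above about 80%, whatever the replicate mean, limit read from the data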;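 also: 0% = DMSO neutral controls and 100% = 20 µM radicicol positive controls; yeast relying on Plasmodium falciparum Hsp90 in place of its own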
PKA-R1A activ: activators of PKA-R1A holoenzyme, primary screen, biochemical, fluorescence polarization, Cy5-IP20, bovine R1A, mouse PKAc; cAMP-dependent protein kinase type I-alpha regulatory subunit (Bos taurus) + …; PKA-R1A dissociation; scaled: DMSO 0%, 113 µM cGMP 100%; activation, % at 11.4 µM; 0.083% of 340,000 active; AID 504707, 2011;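 active = percent activation above the mean of all tested compounds plus 3 SD, cut at about 19% in these data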;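 also: higher means more PKAc released from R1A so a rise in polarization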
AddAB inh: growth inhibition of E. coli expressing H. pylori AddAB, primary screen, AddAB inhibitor project, absorbance; inhibition, % at 11.9 µM; 0.29% of 330,000 active; AID 435030, 2010; in the data active = inhibition above about 12%;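 also: 0% = vehicle wells of infected cells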
OPRM1-OPRD1 ag: agonists of OPRM1-OPRD1 heterodimerization, primary screen, cell-based, luminescence; AID 504326, 2011; 0.3% of 340,000 active; cells; activation, % at 9.3 µM; Mu-type opioid receptor (Homo sapiens) + Delta-type opioid receptor (Homo sapiens), …; in the data active = activation above about 18%;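 also: 0% = vehicle-treated cells and 100% = reference agonist; values of inactives mirror those of a sister screen read the other way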
Numbers without * were called inactive; x = not tested or not shown. The order is random. Share with any hit: about 3.2%.

smiles	E coli growth	SUMO Mot1 rescue	HTR5A ag ctr	MOR-DOR inv ag	DSG3 Ab inh	phage Ecoli inh	HTR5A inv ag	PfHsp90 set2	PKA-R1A activ	AddAB inh	OPRM1-OPRD1 ag
COc1ccc(OC)c(S(=O)(=O)NCc2nc3nc(C)cc(C)n3n2)c1	-1.3	4	1	0	95	1.0	7	-8	-1	2.9	0.0
Cc1ccc(NS(=O)(=O)c2cc(Br)cnc2N)cc1C	-0.6	6	-1	-24	109	2.9	-2	-12	5	1.3	4.7
Cc1ccc(C)c(Cn2c(=O)n(CCCC(=O)NCc3ccco3)c(=O)c3sccc32)c1	-0.9	97	3	9	x	2.5	1	-13	-1	2.5	-1.4
O=C1CCCc2ccc3ccccc3c21	x	x	-1	-3	99	1.9	3	-1	3	x	0.6
O=C(O)c1cccc(-n2cccc2C=C2C(=O)c3ccccc3C2=O)c1	1.8	-5	1	11	104	1.4	-2	7	1	2.0	-2.0
c1ccc([C@H]2CN3CCSC3=N2)cc1	-0.7	21	4	5	106	4.4	-29	-2	-2	1.8	-0.9
O=C(NCc1ccc2c(c1)OCO2)c1ccc(-n2cnnn2)cc1	-1.7	7	8	-14	102	4.1	2	8	-4	1.3	2.6
O=C(Nc1cccc2cccnc12)c1ccc(Cl)cc1Cl	-1.3	-12	-1	-21	94	4.9	4	-43	-8	1.6	4.2
CC1(C)CC(=O)C=C(c2cccc3c2sc2ccccc23)C1	-1.4	7	6	11	101	3.3	-17	10	-3	-0.8	-1.9
Cc1ccc(-n2c(C)cc(C(=O)CN3C(=O)C(=O)N(C4CCCC4)C3=O)c2C)cc1	4.8	15	1	-16	116	1.3	-3	-17	0	2.0	3.1
CN(CCc1ccccn1)C(=O)CCC1CCCN(C(=O)c2cscn2)C1 (configuration not stated)	-1.3	13	0	-2	89	2.0	-1	x	-6	-0.5	0.3
c1ccc(Cn2cc(-c3ccccc3)cn2)cc1	-1.3	17	-4	6	108	1.2	-14	-17	-11	0.5	-1.1
O=C(/C=C/c1ccccc1)Nc1cccnc1Cl	1.5	-23	-4	-2	104	3.2	-24	29	-7	0.0	0.5
CCOc1ccccc1NC(=O)N1CCC(C(=O)c2ccc(F)cc2)CC1	-0.6	-10	0	4	98	0.8	-4	-12	7	4.4	-0.8
COc1ccc(C(CNC(=O)c2ccc(OCC3CCCO3)cc2)N2CCOCC2)cc1 (configuration not stated)	-1.9	0	-1	12	104	1.7	-28	-7	-4	-0.6	-2.1
Cc1nc2ccccc2c(=O)n1NC(=O)c1cc(Br)ccc1Cl	-1.6	37	-3	14	100	0.3	9	-6	2	0.5	-2.6
COCCNC(=O)CC(=O)N/N=C/c1cccc(C(=O)OC)c1	1.9	32	-4	-5	123	1.4	34	x	2	1.2	0.9
CC(=O)c1ccc(NC(=O)Oc2ccccc2)cc1	-1.6	-6	-3	-3	102	x	-7	21	4	4.2	0.8
CCc1ccccc1NC(=O)CCc1c(C)nc(SC)nc1C	-0.6	-5	2	-18	109	0.4	-3	11	3	3.1	2.2
COc1cc(OC)c(OC)cc1CN1CCN(S(=O)(=O)c2ccc(NC(C)=O)cc2)CC1	-4.1	0	1	-2	102	0.5	-4	12	-11	-1.5	0.3
CCOC(=O)C1CCN(C(=O)CN(c2ccc3c(c2)OCO3)S(C)(=O)=O)CC1	1.3	465	0	15	100	2.4	1	x	-10	5.1	-3.1
COc1ccc(C(=O)NNC(=O)c2ccc(C(C)(C)C)cc2)cc1	-0.2	-15	-4	11	101	4.9	7	-11	-1	1.9	-2.3
O=C(CNC(=O)C1CCCCC1)OCC(=O)c1cccc(Cl)c1	2.7	119	-6	36*	91	3.9	16	x	4	2.5	-8.3
CCC1CCCCN1Cc1nc2c(c(=O)n(C)c(=O)n2C)n1CC(C)C (configuration not stated)	-0.6	0	-1	-15	89	2.3	-13	2	3	-0.5	2.5
N=c1c(C(=O)NCC2CCCO2)cc2c(=O)n3ccccc3nc2n1C1CCCC1 (configuration not stated)	-4.7	0	6	10	94	2.1	-17	-18	5	2.7	-1.6
O=C(Nc1ccc2[nH]c(=O)[nH]c2c1)Nc1ccc(F)cc1F	0.5	171	1	6	92	2.3	-20	4	-18	1.9	-1.1
CCOc1ccc(C(=O)OCC(=O)Nc2nc(OC)cc(OC)n2)cc1OCC	-0.1	-21	-3	11	99	-0.3	7	1	3	-0.7	-2.1
Cc1ccc(NC(=O)c2ccc(=O)[nH]c2)cc1S(=O)(=O)N1CCCCCC1	-0.7	0	-1	-9	119	3.5	4	-12	1	-0.8	1.8
O=C(CCS(=O)(=O)Cc1ccccc1)Nc1ncc([N+](=O)[O-])s1	-1.2	16	5	12	107	0.8	3	14	1	0.0	-2.3
COc1ccccc1NC(=O)COc1ccc(C(F)(F)F)cc1[N+](=O)[O-]	-0.8	-14	1	-3	92	-0.7	-7	39	18	-1.2	0.6

New compounds follow
Below each SMILES: E coli growth | SUMO Mot1 rescue | HTR5A ag ctr | MOR-DOR inv ag | DSG3 Ab inh | phage Ecoli inh | HTR5A inv ag | PfHsp90 set2 | PKA-R1A activ | AddAB inh | OPRM1-OPRD1 ag
c1ccc(COc2ncnc3c2ncn3CCCNCCN2CCOCC2)cc1
→ x | x | 2 | 12 | 108 | 2.2 | -8 | -7 | 2 | x | -2.6
CCCCn1c(Cc2ccccc2)n[nH]c1=S
→ -2.4 | 240 | 1 | 2 | 97 | 3.4 | 8 | x | -13 | 0.1 | -0.3
Cc1cc(C)cc(CC2CC(=O)N(c3cc(C)on3)C2=O)c1 (configuration not stated)
→ 2.6 | 144 | 4 | 4 | 103 | 0.8 | -18 | x | -5 | -0.5 | -0.9
CC(C)Oc1ccc(C(=O)OCC(=O)NC(=O)NC2CCCC2)cc1
→ -0.2 | 18 | 6 | -9 | x | 2.6 | -16 | -6 | 3 | 1.6 | 2.2
CC1(C)Cc2ccccc2-c2nc(NCCO)n(-c3ccccc3)c(=O)c21
→ 0.9 | 17 | -1 | 13 | 91 | 3.3 | -19 | 5 | -15 | 3.0 | -3.1
CCC(C)n1c(SCc2ccccc2)nc2ccsc2c1=O (configuration not stated)
→ -2.2 | -2 | -1 | 1 | 121 | 5.0 | -6 | -16 | -15 | 0.3 | -0.2
COC(=O)[C@@H](NC(=O)NC1CCCCC1C)C(C)C (some centres not stated)
→ -2.2 | -12 | -1 | 17 | 112 | 0.6 | -13 | -6 | 0 | -1.7 | -3.2
Nc1nnc(SCC(=O)c2ccco2)s1
→ 0.3 | -7 | 10 | 17 | x | 1.6 | -31 | x | -4 | 0.7 | -3.3
COc1ccc(-c2[nH]c(-c3ccc(SC)cc3)nc2SCC(=O)Nc2nccs2)cc1
→ 0.4 | -9 | 4 | 2 | 99 | 0.6 | -22 | 4 | -14 | 1.9 | -0.4
Cc1cc(NC(=O)C(C)SCC(=O)Nc2nnc(CC(C)C)s2)no1 (configuration not stated)
→ 1.5 | 28 | 2 | -1 | 119 | 2.9 | -5 | -2 | 2 | 2.0 | 0.3
O=C(/C=C/c1ccccc1)Nc1cccnc1Oc1ccccc1F
→ -0.2 | 16 | 4 | 1 | 111 | 3.2 | -20 | 5 | 1 | -0.1 | -0.2
COc1ccccc1N1CCN(S(=O)(=O)c2cnc[nH]2)CC1
→ -2.5 | -3 | 1 | 13 | 78 | 3.1 | -17 | 32 | -7 | 0.2 | -2.3
C/C(=C/C(=O)Nc1cccc(F)c1)N1CCCC1
→ 0.2 | -10 | -1 | 6 | 103 | 2.3 | 3 | -21 | -5 | 2.0 | -1.1
O=[N+]([O-])c1ccc(S(=O)(=O)CC(CN2CCOCC2)N2CCOCC2)cc1 (configuration not stated)
→ -0.3 | 12 | 9 | -6 | 102 | -0.2 | 3 | 7 | -14 | 4.4 | 1.1
C[C@H](CO)N1C[C@H](C)[C@@H](CN(C)S(=O)(=O)c2cccs2)Oc2ccc(NC(=O)Nc3ccc4c(c3)OCO4)cc2C1=O
→ -0.3 | 29 | -3 | 14 | x | 3.6 | -15 | 20 | 5 | 0.1 | -2.6
COc1ccc(CNC(=O)CCc2c(C)nc3ncnn3c2C)cc1
→ -4.6 | -4 | -4 | 11 | 103 | 1.8 | 0 | 17 | -4 | 1.0 | -2.3
CN1CCN(C(=O)c2cnn(-c3ccccc3)c2NC(=O)c2ccccc2F)CC1
→ -1.7 | 8 | 0 | 13 | 99 | 1.3 | 6 | -3 | 1 | 2.2 | -3.1
CCc1noc(C)c1C(=O)Nc1ncc(C)s1
→ -1.6 | -16 | -2 | -6 | 103 | 1.3 | 5 | -5 | -3 | 0.7 | 1.2
COc1ccccc1CNS(=O)(=O)c1cc(C(=O)NCc2ccccn2)c(Cl)cc1Cl
→ x | x | 3 | -7 | x | 0.3 | 10 | x | -1 | x | 1.1
O=C(Nc1nnc(-c2ccc(Cl)s2)o1)C1CCCCC1
→ -10 | 2 | 3 | -10 | 97 | -3.3 | -8 | 7 | -14 | -0.3 | 1.9
O=C(CSc1nnc(CNC(=O)c2ccco2)o1)c1ccc(Cl)cc1
→ -0.4 | -2 | 1 | 11 | 99 | 0.9 | -27 | 1 | -15 | 1.5 | -1.9
CCCc1cc(=O)[nH]c(/N=C(\N)Nc2ccccc2)n1
→ 0.3 | 3 | 8 | 5 | 97 | 4.3 | -22 | -17 | -5 | 3.4 | -1.1

In a second layout: entries from further up
> CN1CCN(C(=O)c2cnn(-c3ccccc3)c2NC(=O)c2ccccc2F)CC1
  E coli growth: -1.7 | SUMO Mot1 rescue: 8 | HTR5A ag ctr: 0 | MOR-DOR inv ag: 13 | DSG3 Ab inh: 99 | phage Ecoli inh: 1.3 | HTR5A inv ag: 6 | PfHsp90 set2: -3 | PKA-R1A activ: 1 | AddAB inh: 2.2 | OPRM1-OPRD1 ag: -3.1

> CCc1noc(C)c1C(=O)Nc1ncc(C)s1
  E coli growth: -1.6 | SUMO Mot1 rescue: -16 | HTR5A ag ctr: -2 | MOR-DOR inv ag: -6 | DSG3 Ab inh: 103 | phage Ecoli inh: 1.3 | HTR5A inv ag: 5 | PfHsp90 set2: -5 | PKA-R1A activ: -3 | AddAB inh: 0.7 | OPRM1-OPRD1 ag: 1.2
